# From PubChem
# SDO1 yeast rescue = restores growth of sdo1-depleted yeast | S. cerevisiae sdo1-depleted JHY4D growth rescue, OD600 30 h; hits give high values; pdr5 snq2 efflux-pump mutant strain | actives 0.21% (n = 140,000) | z-score at 10 µM;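 active = z-score above 3 at both the 24 hr and the 30 hr optical density reads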;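 note: z-score against mean and SD of all compound wells on the same plate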
# Insulin prom inh = TRM-6 insulin promoter activity inhibition; actives 0.9% (n = 130,000); TRM-6 cells (human fetal islet line), insulin promoter-eGFP reporter, imaging; reporter expression induced with tamoxifen; inhibition, % at 2 µM;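 active = inhibition above the mean plus 3 SD, with well images judged a real hit on visual review, cut at about 60% in these data, passing the limit was not always enough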
# SDO1 yeast rescue Rescue 24 h = also measured in SDO1 yeast rescue; calls as there; z-score; S. cerevisiae sdo1-depleted JHY4D growth rescue, OD600; measured here: growth rescue at 24 h;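 0 is the plate mean of compound wells and units are plate SD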
# An asterisk follows results filed as active; i = inactive; . = no result given; [ ] = another dose, or the depositor's remark.
SDO1 yeast rescue	SDO1 yeast rescue Rescue 24 h	Insulin prom inh	Compound
1.1	1.1	.	Cc1csc2nc(CNC(=O)c3cccc(C(F)(F)F)c3)cn12
.	.	31	Cc1cc(C)n(C(=O)/C(C#N)=C/N(C)C)n1
-1.4	-1.3	-67	COc1ccc(C(C)(C)C)cc1NC(=O)c1ccoc1C
-0.4	0.89	.	COc1ccc(OC)c(Nc2nc3nonc3nc2N2CCCCC2)c1
.	.	-35	Cc1nonc1C(=O)N/N=C/c1ccncc1
-1.1	-1.5	-19	Cc1nc2ncnn2c(N2CCC(C(=O)NC3CCCC3)CC2)c1Cc1ccccc1
0.07	1.9	21	O=c1sc(/C=N/Nc2ccccc2)c(Cl)n1Cc1ccccc1
.	.	25	CC1Cc2ccccc2N1CC(=O)Nc1cccc(S(N)(=O)=O)c1 (stereo unspecified)
.	.	36	Cn1nccc1C(=O)N1CCc2c([nH]c3ccccc23)C1c1ccc(F)cc1 (stereo unspecified)
-1	-0.49	-10	COCC(C)n1c(C)cc(C(=O)COC(=O)c2ccc(N3CCCC3=O)cc2)c1C (stereo unspecified)
0.2	0.3	.	CCOC(=O)c1c(C)n(C)c2ccc(O)c(CN3CCN(C)CC3)c12
0.09	0.42	-78	Cc1ccc(/C=C/C(=O)N2CC(C)CC(C)C2)o1 (stereo unspecified)
0.44	-0.26	-33	O=C(NCC1CCCO1)C(c1ccncc1)N(Cc1ccc(F)cc1)C(=O)CN1C(=O)c2ccccc2S1(=O)=O (stereo unspecified)
1.4	0.89	.	O=C(CN1CCN(c2ccccc2)CC1)N/N=C/c1cccc(F)c1
.	.	-25	O=C(NCc1ccc(F)cc1)Nc1cccc(Cl)c1
-0.76	-0.6	.	O=C1CC(N(CCc2ccccc2)C(=S)Nc2ccccc2)C(=O)N1c1ccc(Br)cc1 (stereo unspecified)
0.85	1.7	3	CCCn1c(N)c(N2CCCCC2)c(=O)n(CC(=O)Nc2ccc(OC(F)(F)F)cc2)c1=O
0.39	-0.35	.	O=C1Nc2ccc(NS(=O)(=O)c3cccs3)c3cccc1c23
.	.	-50	Cc1cccc(CSCc2ccc(C(=O)NC3CCCC3)o2)c1
.	.	0	Cc1sc2ncn(Cc3ccccc3F)c(=O)c2c1C
0.37	0.49	-20	Cc1cc(N/C(=N\S(=O)(=O)c2ccc(F)cc2F)c2ccccc2)no1
1.9	1.4	30	CCC(=O)NC1=C(C#N)C2(CCCC2)Cc2ccccc21
-1.2	-1.4	.	CC(=O)N1CCN(C(=S)c2ccc(-c3ccc(Cl)cc3)o2)CC1
-1.2	-1.3	.	CCc1cc(C(=O)Cc2ccc(F)cc2)c(O)cc1O
-0.07	0.11	.	COc1ccc(-c2nnc(SC)n2C)cc1
0.75	0.17	.	Nc1c(C(=O)NCCN2CCOCC2)c2nc3ccccc3nc2n1-c1ccccc1
1.2	3	.	O=S(=O)(NCCc1ccccc1)c1ccc(S(=O)(=O)N2CCCCC2)cc1
.	.	-8	CCOC(=O)C1CCN(c2ncnc3c2c(-c2ccccc2)cn3-c2ccccc2)CC1
0.48	1.6	-3	O=C(Cn1c(NCCO)nc2ccccc21)c1cccs1
0.74	0.55	.	O=C(CSc1nc(C2CC2)nc2sc3c(c12)CCCC3)NCc1ccco1
0.04	-0.42	-84	Clc1ccc(-c2nc(Cc3ccccc3)no2)cc1
.	.	-24	O=C(Nc1ccc(N2CCN(C(=O)c3ccccc3F)CC2)cc1)c1ncn[nH]1
-0.54	-0.17	-90	O=C(NC(=S)Nc1ccc(N2CCOCC2)cc1)c1cccc(Cl)c1
-0.22	-0.63	-11	CC1=C(C(=O)Nc2ccccc2)C(c2ccncc2)C(C#N)=C(SCC(=O)Nc2ccccc2)N1 (stereo unspecified)
-0.22	-0.39	-15	Cc1sc(Nc2ccc([N+](=O)[O-])cc2)nc1-c1c(C)n(C)n(-c2ccccc2)c1=O
0.57	0.45	-54	CC(=O)Nc1cccc(/C(C)=N/NC(=O)c2c(-c3ccccc3Cl)noc2C)c1
.	.	6	COCC(=O)N(c1ccccc1)C(C)C(=O)OC (stereo unspecified)
1.3[14.6 µM]	1.6	22	Cc1ccc(-n2ncc3c(NCCCOC(C)C)ncnc32)c(C)c1
0.73	0.18	39	CC(=O)Nc1ccc2nc(C3CCCCC3)[nH]c2c1
0.76	-0.42	65*	Cc1cccc2sc(NNC(=O)c3ccc(S(=O)(=O)N4CCCC(C)C4)cc3)nc12 (stereo unspecified)
1.6	1.3	-19	O=C(CCN1CCCCC1c1cccnc1)NCc1ccccc1 (stereo unspecified)
-0.08	0.84	.	CCn1c2ccccc2c2cc(/C=N/NC(=O)c3ccccc3)ccc21
1.4	0.89	-3	COc1ccc(-n2c(C)nc3cc(C(=O)O)ccc32)cc1
-1.4	-0.47	17	COc1cc(/C=C2/SC(=O)N(Cc3ccccc3Cl)C2=O)ccc1OCc1ccncc1
3	1.9	-228	CCCc1cc(=O)[nH]c(SCC(=O)Nc2cc3c(cc2C(C)=O)OCO3)n1
0.3	0.45	33	O=C(CSc1nnc(SCc2ccccc2)s1)NNC(=S)Nc1ccccc1
-1.1	-0.06	-12	CCCCCNC(=O)C(C#N)c1nc2ccccc2nc1N1CCCC1 (stereo unspecified)
0.84	0.86	.	Cc1nn(CC(=O)NCCc2ccc(Cl)cc2)c(C)c1[N+](=O)[O-]
0.23	-0.14	21	O=C(Oc1ccccc1)c1ccc(-n2cnnn2)cc1
0.69	0.67	.	Cc1cc(NC(=O)CCC(=O)N(CCC(C)C)CC(=O)NCC2CCCO2)no1 (stereo unspecified)
.	.	-27	COc1ccccc1OCC(=O)NCCCn1ccnc1
0.79	0.54	-10	Cc1ccc2c(c1C)OC(=O)CC2(C)C
-0.78	-0.54	-60	COc1ccc2nc(N3CCCC(C(=O)NCCCN4CCN(C)CC4)C3)sc2c1 (stereo unspecified)
0.36	0.51	.	CC(/C=N/NC(=O)c1ccc(CN2c3cccc4cccc(c34)S2(=O)=O)cc1)c1ccccc1 (stereo unspecified)
-1.6	-1.5	.	c1ccc(Cn2nnc3c(N4CCN(Cc5ccc6c(c5)OCO6)CC4)ncnc32)cc1
-0.45	-0.4	.	O=C(CCCOc1ccccc1)Nc1nnc(C2CCCO2)s1 (stereo unspecified)
1.8	1.5	.	CCOC(=O)/C=C1\SCC(=O)N1CC(=O)NCc1cccc(Cl)c1
0.47	0	42	Cn1c(=O)c2ncn(CC(=O)NCCOCc3ccccc3Cl)c2n(C)c1=O
0.05	-0.2	-19	Cc1ccc(NS(=O)(=O)c2cccc(C(=O)N3CCOCC3)c2)cc1
.	.	12	O=C(Nc1ccccc1F)c1cnccn1

# Continued:
SDO1 yeast rescue	SDO1 yeast rescue Rescue 24 h	Insulin prom inh	Compound
.	.	27	CC(=O)Nc1nnc(SCC(=O)N2CCCc3ccccc32)s1
-0.08	0.08	0	c1ccc(C2CCC(N3CCC(N4CCCCC4)CC3)CC2)cc1 (stereo unspecified)
.	.	i	CC(C)(C)C1C/C(=C/c2ccccn2)C(=O)/C(=C/c2ccccn2)C1 (stereo unspecified)
-0.5	0.4	26	NCc1ccc(S(N)(=O)=O)cc1
.	.	0	CCCS(=O)(=O)c1ccc(COC(=O)c2ccc(NC(C)=O)cc2)cc1
0.65	0.89	36	CC(=O)c1ccc(NC(=O)N[C@@H](CC(C)C)C(=O)O)cc1
-0.41	-0.86	.	c1ccc2oc(C3=NNC(=NC4CC4)SC3)cc2c1
0.48	-0.49	7	Cc1ccc(/C=C/C(=O)O)cc1S(=O)(=O)N(CCO)CCO
-0.85	-0.76	38	COC(=O)c1sc2ccccc2c1-n1cccc1C(=O)C(=O)Nc1ccccc1
0.8	-0.04	.	O=C(c1cc2ccccc2oc1=O)N1CCN(c2ccccn2)CC1
-1.8	-1.8	24	C=CCn1c(=S)[nH]c2nc3c(cc2c1=O)CCCC3
0.08	-0.8	13	CCc1ccc(CCC(=O)Nc2nc(CC(C)=O)ns2)o1
-0.01	-0.99	43	COc1ccc(CNC(=O)C(C)Cc2ccccc2)cc1O (stereo unspecified)
-0.63	-0.11	.	CCc1cccc(C)c1N(C(=O)Cn1c(COC)nc2ccccc21)C(C)COC (stereo unspecified)
-0.13	-0.46	31	CC(=O)Nc1ccc(NC(=O)C2CC(=O)N(c3cccc(C)c3C)C2)cc1 (stereo unspecified)
0.89	-0.01	41	O=C(Cc1ccccc1)NNC(=O)c1cnccn1
-1.3	-1.5	-112	Cc1c2ccccc2nc2c(F)c(NCCO)c(F)c(F)c12
0.13	-0.05	-65	Cc1n[nH]c(=O)nc1NC1CCCCC1
-0.23	0.26	21	CN(C)S(=O)(=O)c1ccc(S(=O)(=O)Nc2ccc3c(c2)oc2ccccc23)cc1
.	.	9	FC(F)Sc1ccc(NC(=S)NC(c2ccccc2)c2ccccc2)cc1

# Some of the entries so far, with two lines to a compound:
# Screens in order – SDO1 yeast rescue, SDO1 yeast rescue Rescue 24 h, Insulin prom inh
- c1ccc2oc(C3=NNC(=NC4CC4)SC3)cc2c1
 : -0.41, -0.86, .
- Cc1ccc(/C=C/C(=O)O)cc1S(=O)(=O)N(CCO)CCO
 : 0.48, -0.49, 7
- COC(=O)c1sc2ccccc2c1-n1cccc1C(=O)C(=O)Nc1ccccc1
 : -0.85, -0.76, 38
- O=C(c1cc2ccccc2oc1=O)N1CCN(c2ccccn2)CC1
 : 0.8, -0.04, .
- C=CCn1c(=S)[nH]c2nc3c(cc2c1=O)CCCC3
 : -1.8, -1.8, 24
- CCc1ccc(CCC(=O)Nc2nc(CC(C)=O)ns2)o1
 : 0.08, -0.8, 13
- COc1ccc(CNC(=O)C(C)Cc2ccccc2)cc1O (stereo unspecified)
 : -0.01, -0.99, 43
- CCc1cccc(C)c1N(C(=O)Cn1c(COC)nc2ccccc21)C(C)COC (stereo unspecified)
 : -0.63, -0.11, .
- CC(=O)Nc1ccc(NC(=O)C2CC(=O)N(c3cccc(C)c3C)C2)cc1 (stereo unspecified)
 : -0.13, -0.46, 31
- O=C(Cc1ccccc1)NNC(=O)c1cnccn1
 : 0.89, -0.01, 41
- Cc1c2ccccc2nc2c(F)c(NCCO)c(F)c(F)c12
 : -1.3, -1.5, -112
- Cc1n[nH]c(=O)nc1NC1CCCCC1
 : 0.13, -0.05, -65
- CN(C)S(=O)(=O)c1ccc(S(=O)(=O)Nc2ccc3c(c2)oc2ccccc23)cc1
 : -0.23, 0.26, 21
- FC(F)Sc1ccc(NC(=S)NC(c2ccccc2)c2ccccc2)cc1
 : ., ., 9

# Next part.
SDO1 yeast rescue	SDO1 yeast rescue Rescue 24 h	Insulin prom inh	Compound
-0.36	-0.78	49	Cc1ccc(C2Nc3ccccc3-c3nc4ccccc4n32)o1 (stereo unspecified)
0.41	-0.17	-12	CCOCCNC(=O)c1ccccc1C(=O)NCCOCC
1.3	1.2	.	Cc1cc(C(=O)OCC(=O)c2cccc([N+](=O)[O-])c2)c2ccccc2n1
.	.	67	O=S1(=O)CCN(OCc2ccc(F)cc2Cl)CC1
-0.59	0.2	-63	O=C(Cn1nc(-c2ccccc2)ccc1=O)NCCN1CCN(c2cccc(Cl)c2)CC1
.	.	0	Cc1nc(Nc2nc3ccccc3o2)nc(C)c1C(=O)Nc1ccc(F)cc1
0.04	-0.12	-3	CCCCCNC(=O)CC1Nc2c3ccccc3nc(=S)n2C1=O (stereo unspecified)
0.12	-0.42	6	COc1ccc2c(c1OC)C(=O)OC2Nn1cncn1 (stereo unspecified)
0.9	-0.07	-29	CC(=O)NC(Cc1ccccc1)C(=O)NC1CCN(C(=O)c2ccc([N+](=O)[O-])cc2)CC1 (stereo unspecified)
-0.18	-0.54	-11	COc1ccccc1-c1noc(-c2ccccc2)n1
0.33	0.52	-48	CC(=O)Nc1ccc(S(=O)(=O)NC(CC(=O)NCCc2ccccc2)C(C)C)cc1 (stereo unspecified)
0.07	-0.64	30	CCN(CC)S(=O)(=O)c1ccc(/C(O)=C2/C(=O)C(=O)N(CCOC)C2c2ccccc2)cc1 (stereo unspecified)
-0.25	-0.95	-16	Cc1cccc(C)c1OCCOCCN1CCN(C)CC1
-0.86	-0.63	38	CCCCCc1nnc(NC(=O)Cc2cccs2)s1
0.49	1.1	22	COc1c2occc2c(OC)c2c(=O)cc(C)oc12
-0.37	-0.18	23	Cc1csc(Sc2ccc(C(=O)OCC(=O)Nc3ccc(F)cc3[N+](=O)[O-])cc2[N+](=O)[O-])n1
-0.42	-0.48	-33	O=C(NCc1ccco1)c1ccc(NC(=O)C2COc3ccccc3O2)cc1 (stereo unspecified)
0.9	1.4	-29	CSCCC(NS(=O)(=O)c1cccs1)C(=O)NCc1ccc(C)cc1 (stereo unspecified)
-0.44	-1.4	.	COC(=O)c1ccccc1NC(=O)CNc1cc(OC)c(OC)cc1C
-0.69	1.3	18	COc1ccc(CC(=O)Nc2ccc(/C(C)=N/NC(=O)c3cccc([N+](=O)[O-])c3)cc2)cc1
-1.2	-0.25	-54	CC(=O)/C(=N\Nc1ccccc1Cl)Sc1nnc(-c2ccccc2)n1-c1ccccc1
-0.48	-0.93	30	COc1cc(CC(=O)OCC(=O)Nc2ncc(Cl)cc2Cl)cc(OC)c1OC
0.5	0.47	-10	CCOC(=O)Cc1csc(/C(=N/O)C(N)=O)n1
0.26	-0.39	-52	COc1ccccc1N1CCN(C(=O)Oc2ccccc2)CC1
0.6	0.88	-65	CCOc1ccc(OCC)c(NC(=O)C2CCN(c3nn4c(=O)cc(C)nc4s3)CC2)c1
.	.	4	CC(c1ccon1)N(C)Cc1c(C(=O)N(C)Cc2ccccc2)nc2ccccn12 (stereo unspecified)
-0.66	0.36	57	COc1ccc(OC)c(NS(=O)(=O)c2ccc(Cl)s2)c1
